Bioassay records deposited in PubChem by Institute for Biomedicine and Glycomics.
trophozoite growth = anti-Giardia activity of synthetic compounds – Compounds Australia Scaffold Library subset, 24/48 h, primary screen (AID 1794835); inhibition, % at 10 µM; 2% of 2,500 active; stronger effect = higher value; in the data active = inhibition mostly above about 45%, no sharp cut-off; inactive = mostly below about 37%;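 note: 0% = parasite counts in DMSO vehicle wells; trophozoite growth inhibition read by imaging counts at 24 h; calls made by hand needing about 50% inhibition in two separate runs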
* marks the source's active call; other numbers are inactive results; i = inactive. Not all compounds are listed; count on the stated rates, not on these rows.

SMILES	trophozoite growth
COC(=O)c1cc(C(=O)Nc2c3c(nn2C)CCC3)cc([N+](=O)[O-])c1	12
O=C(Cn1c(=O)c(=O)n(Cc2ccccc2)c2ncccc21)NCCc1ccc(Cl)cc1	i
CCCCN(CC)CCNC(=O)C1=C(C)C(=O)OC12CCN(CC)CC2	i
CCC(C)NC(=O)Cn1c(=O)n(C(C)C)c(=O)c2sc(N3CCC(C)CC3)nc21 (stereo not drawn)	i
Cc1ccc(-c2nc(C(=O)N3CCN(c4ccc(Cl)cc4)CC3)cs2)s1	8
CCOc1ccc(CCNC(=O)c2nnn(CC(=O)Nc3ccc(C)cc3)c2N)cc1OCC	i
Cc1noc(C)c1C1CCCN1C(=O)c1ccccc1 (stereo not drawn)	i
Cc1nnc2n1CCN(C(=O)c1cc(Br)c[nH]1)C2	i
CC(C)(C)c1nc(CN2CCC(C3CCCCCN3C(=O)C3CC3)CC2)no1 (stereo not drawn)	i
Cc1ccc2c(c1)NC(c1ccc(C)o1)=NC(c1cccs1)=N2	55*
O=S(=O)(c1ccc2c(c1)OCCO2)N1CCN(Cc2c(-c3ccccc3)nc3sccn23)CC1	i
O=C(NCCN1CCCCCC1=O)C1CCCN1C(=O)C1CCCC1 (stereo not drawn)	i
CCC(C)NC(=O)CC1Sc2ncccc2N(C)C1=O (stereo not drawn)	12
Cc1cc(N2CCN(c3ccc4nncn4n3)CC2)nc(N)n1	i
CCc1nc(C2CCCN2C(=O)c2cc(C)nn2CC)no1 (stereo not drawn)	i
Cc1cc(NS(=O)(=O)c2cc(-c3[nH]ncc3C(=O)N3CCCC3)oc2C)ccc1F	i
CC1CCN(Cc2csc(N3CCN(C(=O)COc4ccccc4)CC3)n2)CC1	i
O=C(Nc1cccc(C(=O)N2CCC(N3CCCC3)C2)c1)c1ccco1 (stereo not drawn)	i
Cc1nsc(N2CCCN(C(=O)NCC3CC=CCC3)CC2)n1 (stereo not drawn)	i
CCC1(N2CCN(C)CC2)CCN(S(=O)(=O)c2ccccc2)C1 (stereo not drawn)	3
O=C(Nc1ccc(N2CCn3c(nc4cc(Cl)ccc43)C2)cc1)NC1CCCCC1	10
c1ccc(N2CCC(CNc3nccn4cnnc34)C2)cc1 (stereo not drawn)	3
Cc1nc(NC(=O)c2cnn(-c3ccccc3)c2C(C)C)sc1-c1nccn1C	2
O=C(NC1CCCCCCC1)C1CCN(C(=O)c2cccn2-c2cccnc2)CC1	i
N=C1C(c2nc3ccccc3[nH]2)=C(O)CN1NC(=O)c1ccccc1	i
CCCCS(=O)(=O)N1CCC2(CC1)CC2c1nc(-c2cccc(Cl)c2)no1 (stereo not drawn)	i
O=C(c1nc2nc(-c3ccco3)cc(C(F)(F)F)n2n1)N1CCCCCC1	20
CCc1cnc(CN(C(C)=O)C2CCN(Cc3nccn3CC)C2)o1 (stereo not drawn)	i
Cn1cc2c3c(cccc31)CN(C(=O)NC(C)(C)C)CC2	7
O=C(C1CCCC1)N1CCCN(Cc2nnnn2C2CC2)CC1	i
O=C(Cn1cccc1-c1nc(-c2ccccc2)cs1)N1CCN(C(=O)c2ccco2)CC1	i
O=C(c1ccco1)N1CCC(OCc2nc(-c3ccncc3)no2)CC1	19
O=C(c1csc(-c2ccncc2)n1)N1CCN(c2ccccc2)CC1	16
COCCn1nc(C(=O)N2CC(C)OCC2C)ccc1=O (stereo not drawn)	i
O=C(NCc1ccc2c(c1)OCCCO2)c1ccco1	i
CSc1ccc(-c2noc(-c3ccc4c(=O)n(Cc5ccccc5)c(=O)[nH]c4c3)n2)cc1	6
CCc1onc(C)c1C1CCCN1S(=O)(=O)c1ccc(CC(C)C)cc1 (stereo not drawn)	26
O=C1C(=O)N(C2CCCC2)C(=O)N1Cc1nc(-c2ccsc2)no1	i
CCCS(=O)(=O)c1nc2ccc(NS(=O)(=O)CCc3ccccc3)cc2s1	20
COc1cccc(CCC(=O)N2CCCC(c3nnc4n3CCCCC4)C2)c1 (stereo not drawn)	3
O=C(CN1CCCCC1Cn1cncn1)NCc1ccco1 (stereo not drawn)	i
Cc1ccc(S(=O)(=O)NC2CCN(C(=O)Cc3ccc(Br)cc3)CC2)cc1	3
CCCN(C)C(=O)Cn1c(=O)n(-c2ccc(F)cc2)c(=O)c2ccccc21	33
O=C(Cc1noc(-c2ccoc2)n1)NC1CCCCC1	3
O=C(NCCN1CCN(c2ccccc2F)CC1)c1cccc(-c2nc(-c3ccccc3)no2)c1	i
COc1ccc(CN2CCN(C(=O)c3c(C)oc4c3C3=NCCN3C=N4)CC2)c(OC)c1OC	7
CC(O)CN1CCN(c2nc3ccccc3s2)CC1C (stereo not drawn)	i
O=C(NCCCc1ccccc1)c1nc2n(n1)-c1ccccc1S(=O)(=O)N2	i
O=C(NCc1noc(-c2cccs2)n1)c1ccco1	i
COc1cccc(Cc2nc(-c3ccc(NS(=O)(=O)c4ccccc4)cc3)no2)c1	i
CCOc1ccc(-n2c(=O)c3c4c(sc3n(Cc3cccnc3)c2=O)CCC4)cc1	i
Cc1ccn2ncc(C(=O)N3CCC(Nc4cccnn4)CC3)c2n1	i
CC1(C(=O)NC2CCCCC2)Cn2c(cc3ccccc32)C(=O)N1Cc1ccco1 (stereo not drawn)	i
Cc1oc2ncn(C(C)c3ccccc3)c(=O)c2c1C(=O)Nc1ccc(S(N)(=O)=O)nc1 (stereo not drawn)	i
N=C1C(c2nc(-c3ccc(Cl)cc3)cs2)=C(O)CN1CCc1ccccc1	i
CCOC(=O)N1CCN(c2nc(-c3cccs3)cc(C(F)(F)F)n2)CC1	22
Cc1nc(-c2ccccc2)c(C(=O)N2CCCN(S(=O)(=O)c3ccc(F)cc3)CC2)s1	10
CC(O)CN1CCN(C(=O)C2CCOC2)CC1 (stereo not drawn)	i
CC12CC(c3ccccc3O1)N(C(=O)c1cccc(F)c1)C(=O)N2c1ccccc1 (stereo not drawn)	i
CCCn1c(SCC(=O)Nc2ccc3c(c2)OCCO3)nc2c(-c3ccccc3)nsc2c1=O	i
The list continues:
SMILES	trophozoite growth
CCOC(=O)N1CCCN(C(=O)c2nn(-c3ccccc3)cc2OC)CC1	i
Cc1ccccc1C1CCCN1Cc1nc2c(cnn2C)c(=O)[nH]1 (stereo not drawn)	28
CCOC(=O)N1CCC(N2Cc3cccc(C(=O)Nc4ccc(C(C)=O)cc4)c3C2=O)CC1	i
CCCNC(=O)c1sc2nc3n(c(=O)c2c1C)CCCCC3	i
CC(C)c1ccc(NC(=O)c2cnc3sc(N4CCCC4)nn3c2=O)cc1	i
COc1ccc(CNC(=O)N2CCN(C)CC2c2ccccc2)cn1 (stereo not drawn)	i
Cc1noc2ncnc(N3CCCC(C(=O)N4CCCCCC4)C3)c12 (stereo not drawn)	i
CC(=O)Nc1ccc(C(=O)NC2CCN(c3cc(-c4ccc(F)cc4)[nH]n3)CC2)cc1	i
Cc1ccc(-n2nc(C(=O)NC3CCCC3)c3c4ccccc4n(C)c3c2=O)cc1	3
Cc1ccccc1-n1nc(C(=O)N(C)Cc2ccco2)nc1CCc1ccccc1	5
O=C(Cc1ccc(-n2c(=O)[nH]c3ccsc3c2=O)cc1)N1CCN(c2ccc(Cl)cc2)CC1	3
Cc1ccc(C2(C)NC(=O)N(Cc3ncc(-c4ccccc4)o3)C2=O)cc1 (stereo not drawn)	i
O=C(NC1CC1)c1cccc(NC(=O)c2cc(=O)[nH]c3ccc(S(=O)(=O)N4CCOCC4)cc23)c1	i
COc1ccc2nc(C(=O)N3CCN(c4cccc(C)c4C)CC3)cn2n1	i
Cc1cc(NC(=O)CSc2nnc(-c3cc(Cl)sc3Cl)c(=O)[nH]2)no1	i
Cc1ccc(S(=O)(=O)N2CCC3(CC2)NCCN=C3NC2CCCCCC2)c(C)c1	i
Cc1ccc2[nH]c(=O)c(-c3nc(C(C)(C)C)no3)c(O)c2c1	i
O=C(Nc1nc2ccccc2[nH]1)c1cnn2c1[nH]c(=O)c1ccccc12	i
Cc1ccnc(Nc2nc(C)c(C(=O)NC3CC3)s2)c1	13
O=C(c1nccnc1-c1nc2ccccc2s1)N1CCCN(S(=O)(=O)c2ccc(F)cc2)CC1	i
CSc1ccc(N2CC(C(=O)N3c4ccccc4CC3C)CC2=O)cc1 (stereo not drawn)	i
CCCC(=O)Nc1ccc2nc(N3CCCC3)cc(C(=O)O)c2c1	i
O=C(CCn1[nH]c(=O)c2ccccc2c1=O)Nc1ccc2c(c1)nc1n2CCCCC1	i
COc1cc(Cl)c(C)cc1NC(=O)N1CCN(S(=O)(=O)N2CCN(C)CC2)CC1	i
CCCCOC(=O)c1ccc(NC(=O)c2cc3c(=O)n(C)c(=O)n(C)c3n2CCC)cc1	17
Cn1ncc2c(NC3CCN(Cc4ccncc4)CC3)ncnc21	i
COc1ccc(S(=O)(=O)N2CCOC23CCN(C(=O)c2ccc(Cl)cc2)CC3)cc1	i
CC(C)(C)C(=O)N1CCC(c2ccn3ncc(C(=O)N4CCCCC4)c3c2)CC1	i
O=C(c1cn2ccccc2n1)N1CCN(C2CCS(=O)(=O)C2)CC1 (stereo not drawn)	i
CC(C)Cn1nc(C(=O)N2CCCCC2c2nc3ccccc3s2)c2ccccc2c1=O (stereo not drawn)	3
O=C(Cn1c(-c2cccnc2)noc1=O)NCC1CCCO1 (stereo not drawn)	i
N=c1c2ncn(C3OC(CO)C(O)C3O)c2ncn1O (stereo not drawn)	i
COCCC(=O)Nc1c(-c2cccc(F)c2)nc2sc(N3CCCCC3)nn12	i
Cn1c(C2CCN(C(=O)Nc3ccccc3F)CC2)cc(=O)n2nccc12	3
CC1Cc2ccccc2N1C(=O)c1cc(-c2cccnc2)n[nH]1 (stereo not drawn)	19
O=C(NC1CCCCCC1)c1cc2cn(C3CC3)cc2s1	47
CNC1CCN(Cc2cc(C)no2)CC1	i
O=C1CC(c2ccccc2)N(C(=O)Nc2ccc(OC(F)F)cc2)CCN1 (stereo not drawn)	i
O=C(c1cccc2cccnc12)N1CCN(Cc2c(F)cccc2Cl)CC1	i
COc1ccc(-c2cc3nc4c(c(=O)n3[nH]2)CNCC4)cc1	i
CC(=O)NC1CCCN(C(=O)c2cc3c(C)nn(Cc4ccc(F)cc4)c3s2)C1 (stereo not drawn)	i
CC(C)n1ncc2c(C(=O)N3CCC(c4nnc5ccccn45)CC3)cc(-c3ccco3)nc21	i
Nc1nnc(-c2ccc(F)cc2)s1	3
COCC1CN(C(=O)COc2ccc(OC)cc2)CC12CCOCC2 (stereo not drawn)	i
Cc1ccc(NC(=O)c2cnc3c(c2)c(=O)n(C)c(=O)n3-c2ccccc2)cc1	i
CS(=O)(=O)CCN1CCCCC1Cn1cncn1 (stereo not drawn)	i
Cc1ncc(-c2ccc(C)c(S(=O)(=O)Nc3ccc(Cl)cc3F)c2)o1	3
O=C(Cn1cnc2c(nc3n2CCCCC3)c1=O)N1CCN(Cc2ccc3c(c2)OCO3)CC1	i

Pulled by compound from the entries so far (2):
SMILES	trophozoite growth
Cc1noc2ncnc(N3CCCC(C(=O)N4CCCCCC4)C3)c12 (stereo not drawn)	i
Cc1cc(N2CCN(c3ccc4nncn4n3)CC2)nc(N)n1	i

Next compounds:
SMILES	trophozoite growth
CCCn1cc(S(=O)(=O)c2ccc(Cl)cc2)c(=O)c2cc(F)c(N3CCOCC3)cc21	i
O=C(NCc1ccccc1)N1CCCC1c1nc(-c2ccccc2)n[nH]1 (stereo not drawn)	i
COc1ccc(Oc2ncccc2NC(=O)N2CCN(c3nccn3C)CC2)cc1	i
Cc1cc(C)n(CC2CCNCC2)n1	1
Cc1nn(Cc2coc(-c3cccs3)n2)c(C)c1S(=O)(=O)N1CCCCC1	i
CC(=O)N1c2nc(-c3ccc(F)cc3)nn2C2(CCCCC2)[C@@H]2CCCC[C@@H]21	i
Cn1c(=O)c(=O)[nH]c2cc(-c3noc(C4(c5ccccc5)CC4)n3)ccc21	i
COc1cccc(-c2cn3ccn(-c4ccccc4OC)c(=O)c3n2)c1	i
CCN(CC)S(=O)(=O)c1ccc2c(c1)cc(C(=O)NC1CCCC1)n2C	i
CCC(=O)N1c2nc(-c3ccco3)nn2C2(CCCCC2)[C@@H]2CCCC[C@@H]21	i
Cc1n[nH]c(C)c1S(=O)(=O)N1CCCC(C(=O)Nc2ccc(OC(F)(F)F)cc2)C1 (stereo not drawn)	i
Cn1nnc2cc(CNC(=O)c3ccc(F)cc3)ccc21	3

An excerpt from above in order of SMILES length, largest number first.
SMILES	trophozoite growth
Cc1n[nH]c(C)c1S(=O)(=O)N1CCCC(C(=O)Nc2ccc(OC(F)(F)F)cc2)C1 (stereo not drawn)	i
CCCn1cc(S(=O)(=O)c2ccc(Cl)cc2)c(=O)c2cc(F)c(N3CCOCC3)cc21	i
O=C(Cn1cnc2c(nc3n2CCCCC3)c1=O)N1CCN(Cc2ccc3c(c2)OCO3)CC1	i
CCC(=O)N1c2nc(-c3ccco3)nn2C2(CCCCC2)[C@@H]2CCCC[C@@H]21	i
Cc1ccc(NC(=O)c2cnc3c(c2)c(=O)n(C)c(=O)n3-c2ccccc2)cc1	i
Cc1nn(Cc2coc(-c3cccs3)n2)c(C)c1S(=O)(=O)N1CCCCC1	i
Cc1ncc(-c2ccc(C)c(S(=O)(=O)Nc3ccc(Cl)cc3F)c2)o1	3
COc1ccc(Oc2ncccc2NC(=O)N2CCN(c3nccn3C)CC2)cc1	i
O=C(NCc1ccccc1)N1CCCC1c1nc(-c2ccccc2)n[nH]1 (stereo not drawn)	i
COCC1CN(C(=O)COc2ccc(OC)cc2)CC12CCOCC2 (stereo not drawn)	i
Cn1nnc2cc(CNC(=O)c3ccc(F)cc3)ccc21	3
CS(=O)(=O)CCN1CCCCC1Cn1cncn1 (stereo not drawn)	i
Cc1cc(C)n(CC2CCNCC2)n1	1

Next section:
SMILES	trophozoite growth
Cc1nc(-c2cccs2)c(CC(=O)NCCC2=CCCCC2)s1	i
O=C(c1ccccc1)N1CCN(C(=O)c2ccc3noc(-c4ccccc4)c3c2)CC1	16
Cc1ccc(COCc2nn(C)c3c2CN(C(=O)Nc2ccccc2)CC3)cc1	i
CC1=NN(C(=O)COc2ccc(C)c(C)c2)C(O)(C(F)(F)F)C1 (stereo not drawn)	i
CCn1cc(CN2CCCN(C(=O)c3cc(C4CC4)on3)CC2)cn1	i
C1CCCN(C2CCCN(CC3CCCCO3)C2)CC1 (stereo not drawn)	i
